DT40 TDP1 no CPT: qHTS for Inhibitors of human tyrosyl-DNA phosphodiesterase 1 (TDP1): qHTS in cells in absence of CPT | DT40 Tdp1-/- hTDP1 cells, no CPT, ATP luminescence, 48 h | Potency, µM (titrated, usually from 46.2 µM), for inactives: at the highest dose activity change, negative = growth inhibition, most hits filed as inhibitors | 420,000 compounds, 15% hits; also: nearly all actives have a fitted effect of over 55% in size
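Camptothecin absent (DMSO only). Human TDP1-complemented DT40 knockout cells, 400 cells/well, 37 °C for minimum 48 hr; ATP measured via CellTiter-Glo, 30 min dark incubation, luminescence.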
TDP1 inh: blocks human tyrosyl-DNA phosphodiesterase 1; AID 485290; Potency, µM (doses to about 130 µM), without a hit: at the top dose activity change, negative = inhibition, hits mostly inhibitors; 350,000 compounds, 0.28% hits; recombinant TDP1, AlphaScreen DNA substrate cleavage; also: nearly all actives have a fitted effect of over 40% in size
Target sequence (Q9NUW8 whole entry, looked up): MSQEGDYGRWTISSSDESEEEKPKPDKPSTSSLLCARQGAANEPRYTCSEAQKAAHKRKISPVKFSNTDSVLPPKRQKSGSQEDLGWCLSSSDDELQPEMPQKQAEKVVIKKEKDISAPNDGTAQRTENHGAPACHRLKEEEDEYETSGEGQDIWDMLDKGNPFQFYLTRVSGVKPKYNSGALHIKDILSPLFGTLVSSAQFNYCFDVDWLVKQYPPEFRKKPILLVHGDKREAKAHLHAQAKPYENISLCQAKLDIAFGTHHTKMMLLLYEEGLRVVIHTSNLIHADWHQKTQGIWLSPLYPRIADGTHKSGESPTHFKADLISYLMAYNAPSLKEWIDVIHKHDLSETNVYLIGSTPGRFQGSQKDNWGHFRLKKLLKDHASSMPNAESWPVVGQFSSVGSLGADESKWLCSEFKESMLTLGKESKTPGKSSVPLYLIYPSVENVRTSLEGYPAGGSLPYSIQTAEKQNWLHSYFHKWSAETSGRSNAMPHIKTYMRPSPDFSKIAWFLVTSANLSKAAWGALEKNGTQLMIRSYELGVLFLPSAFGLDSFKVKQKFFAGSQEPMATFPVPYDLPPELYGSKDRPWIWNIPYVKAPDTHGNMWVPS
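Compounds were preincubated with Tdp1 (1 nM final) for 15 min at room temperature before substrate (15 nM final) started a 5 min reaction; beads (10 ug/ml final) were then added for 10 min before AlphaScreen detection.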
TDP1 cell CPT: growth inhibition of DT40 Tdp1-/-;hTDP1 cells with camptothecin (screen for TDP1 inhibitors); chicken DT40 Tdp1-/-;hTDP1 cells + 20 nM CPT, ATP luminescence, 48 h; Potency, µM (titrated, usually from 46.2 µM), without a hit: at the highest dose activity change, negative = growth inhibition, hits mostly inhibitors; 420,000 compounds, 12% hits; AID 686979; also: nearly all actives have a fitted effect of over 55% in size
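Chicken DT40 Tdp1-/- cells stably complemented with human TDP1 were seeded at 400 cells/well in medium containing 20 nM camptothecin, exposed to pin-transferred compounds, and grown at 37 °C for at least 48 hr. Viability was read as ATP luminescence.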
An asterisk follows results filed as active; u = inconclusive; x = no result given; & = joins results of further samples; [ ] = dose if it differs, or a comment. Calls follow the shape of the dose curve; as a rule, active = well fitted curve in the direction sought with a large enough effect; inconclusive = small, poorly fitted or top-dose-only effect, or another doubt; inactive = no such curve, though single readings can be large; an effect the other way counts as inactive or inconclusive. % is scaled to controls: 0 for no effect and ±100 for the full control effect; potency is read from the fitted curve at half-maximal effect.

item | structure | DT40 TDP1 no CPT | TDP1 inh | TDP1 cell CPT
1 | CCCC1(C(=O)OCC)NC(c2cc(OC)c(OC)c(OC)c2)C2C(=O)N(CC)C(=O)C21 (centres undefined) | -5% | 1% | -7%
2 | O=C(NCc1nnnn1-c1ccc(F)cc1)c1ccc([N+](=O)[O-])o1 | u | 1% | u
3 | CCC(=O)Nc1c2c(nn1-c1ccc(OC)cc1)CS(=O)C2 (centres undefined) | 2% | 2% | 5%
4 | Cc1c(CN(C)C(=O)c2nn(C)cc2[N+](=O)[O-])cnn1C | -25% | -8% | -8%
5 | Oc1cccc(Nc2ncnc3ccccc23)c1 | u | 5% | -21%
6 | Cc1cc(C(F)(F)F)nn1CC(=O)N(C)c1ccccc1 | 9% | 3% | 2%
7 | CC1Cc2ccccc2N1C(=O)COC(=O)c1cccc(Br)c1 (centres undefined) | 18% | -6% | -18%
8 | COc1cccc(-c2nc(NCc3cccnc3)c3ccccc3n2)c1 | -20% | x | -5%
9 | O=c1[nH]c(=S)[nH]c2c1C(c1cccc(C(F)(F)F)c1)OC(CCc1ccccc1)C2 (centres undefined) | u | x | u
10 | COc1ccc(CNC(=O)CN2C(=O)NC(C)(c3ccc(Cl)cc3)C2=O)cc1 (centres undefined) | u | x | -2%
11 | NC(=O)CC[C@H](N)C(=O)O | 4% | 9%[56.1 µM] | -4%
12 | CN(C)Cc1n[nH]c(=O)c2ccccc12 | -1% | 0% | -14%
13 | CCOC(=O)c1[nH]c(C)c(C(=O)Nc2ccc(C)c(C)c2)c1C | u | 6% | u
14 | CCN(CC)CCSc1nnc2c3ccccc3n(CCc3ccccc3)c2n1 | u | x | u
15 | Cc1cc(-c2cccc(Br)c2)c(C#N)c(N)n1 | -13% | 0% | -2%
16 | CCC1CCCCN1C(=O)c1cc(COc2ccc3ncccc3c2)on1 (centres undefined) | 1µM* | x | 1.8µM*
17 | CN(Cc1ccc(F)cc1)C(=O)CNC(=O)C1CCCCC1 | 16% | 5% | -7%
18 | CCCc1nc(-c2ccc(-c3ccc(F)cc3)cc2)no1 | -16% | -1% | 2%
19 | Cc1ccc(N(C(=O)CCC(=O)Nc2ccccn2)C(C(=O)NC(C)C)c2ccc(F)cc2)cc1 (centres undefined) | u | x | -4%
20 | CCC(=O)Nc1cc(-c2cccc(C)c2)nn1-c1ccccc1 | u | 3% | u

Fetched by compound from the list above, two records:
item | structure | DT40 TDP1 no CPT | TDP1 inh | TDP1 cell CPT
17 | CN(Cc1ccc(F)cc1)C(=O)CNC(=O)C1CCCCC1 | 16% | 5% | -7%
16 | CCC1CCCCN1C(=O)c1cc(COc2ccc3ncccc3c2)on1 (centres undefined) | 1µM* | x | 1.8µM*

Back to the main list, starting 2 compounds before the break.
item | structure | DT40 TDP1 no CPT | TDP1 inh | TDP1 cell CPT
19 | Cc1ccc(N(C(=O)CCC(=O)Nc2ccccn2)C(C(=O)NC(C)C)c2ccc(F)cc2)cc1 (centres undefined) | u | x | -4%
20 | CCC(=O)Nc1cc(-c2cccc(C)c2)nn1-c1ccccc1 | u | 3% | u
21 | Oc1cccc(Nc2nc(N3CCOCC3)nc(N3CCOCC3)n2)c1 | 8.2µM* | x | 5.2µM*
22 | COc1ccccc1CN1C(=NC(=O)C2CCCCC2)SC2CS(=O)(=O)CC21 (centres undefined) | 20% | 2% | -9%
23 | O=C(CNc1cccc([N+](=O)[O-])c1)NCCCc1ccccc1 | u | 0% | -3%
24 | CN=c1scc(C)n1/N=C/c1cc(Br)c(O)c(Br)c1 | -24% | 7% | 4%
25 | CCOC(=O)N1CCN(C(=S)Nc2cc(OC)c(OC)cc2C(=O)OC)CC1 | -19% | 3% | -8%
26 | COc1ccc(CN(C)C(=O)c2cccc(S(=O)(=O)NCc3ccccc3)c2)cc1F | 8% | x | -11%
27 | N=C1C(c2nc3ccccc3s2)=C(O)CN1NC(=O)c1ccco1 | 23% | -9% | -17%
28 | Cn1cnc([N+](=O)[O-])c1Oc1ccc2ccccc2c1 | u | 3% | 8.2µM*
29 | CSc1ncc(C(=O)N2CCN(c3cc(Cl)ccc3C)CC2)c(C)n1 | u | 7% | -27%
30 | COC(=O)c1cc2c([nH]c1=O)CC(c1ccccc1)CC2=O (centres undefined) | u | x | u
31 | Cc1ccc(C(=O)N2CCCC(N3CCN(c4ccccc4C)CC3)C2)c(=O)[nH]1 (centres undefined) | -24% | 2% | 5%
32 | CCN1CCN(c2cc(N3CCc4ccccc4C3)c(F)cc2[N+](=O)[O-])CC1 | 10µM* | 11% | 16µM*
33 | CCN(Cc1ccccc1)S(=O)(=O)c1c[nH]c(C(=O)OC)c1 | 4% | x | 6%
34 | COc1ccccc1C(=O)Nc1ccc(C2=NNC(=O)CC2C)cc1 (centres undefined) | u | 6% | -11%
35 | CCOC(=O)C[C@H]1c2cc(F)ccc2S(=O)(=O)N1C1CCCCC1 | -11%&-17% | x | 3%&-29%
36 | CCc1ccc(Nc2n[n+](-c3ccccc3)c(-c3cc(OC)c(OC)cc3Br)s2)cc1 | u | x | 16µM*
37 | CC(C)C[C@H](NC(=O)[C@@H](Cc1c[nH]c2ccccc12)NC(=O)[C@H](Cc1ccc(O)cc1)NC(=O)[C@H](CO)NC(=O)[C@H](Cc1c[nH]c2ccccc12)NC(=O)[C@H](Cc1cnc[nH]1)NC(=O)[C@@H]1CCC(=O)N1)C(=O)N[C@@H](CCCN=C(N)N)C(=O)N1CCC[C@@H]1C(=O)NCC(N)=O | -15% | x | 9%
38 | Cc1ccc(CNC(=O)Cn2nnc(C(=O)Nc3cc(C)ccc3C)c2N)cc1 | 12% | 1% | -9%
39 | Cc1ccc2c(c1)N(C(=O)CCC(=O)NCc1cccnc1)CC(C)O2 (centres undefined) | -7% | x | -6%
40 | CC(O)(c1cccc(F)c1)c1nc(/C=C/c2ccccc2)cs1 (centres undefined) | u | x | 18µM*

Only TDP1 cell CPT and TDP1 inh (four entries from above):
cpd	mol	TDP1 cell CPT	TDP1 inh
9	O=c1[nH]c(=S)[nH]c2c1C(c1cccc(C(F)(F)F)c1)OC(CCc1ccccc1)C2 (centres undefined)	u	x
10	COc1ccc(CNC(=O)CN2C(=O)NC(C)(c3ccc(Cl)cc3)C2=O)cc1 (centres undefined)	-2%	x
11	NC(=O)CC[C@H](N)C(=O)O	-4%	9%[56.1 µM]
12	CN(C)Cc1n[nH]c(=O)c2ccccc12	-14%	0%

Continuation.
item | structure | DT40 TDP1 no CPT | TDP1 inh | TDP1 cell CPT
41 | CC(=O)c1ccc(NC(=O)CC(C)S(=O)(=O)c2ccc3c(c2)CCN3C(C)=O)cc1 (centres undefined) | -4% | 2% | -9%
42 | O=S(=O)(c1cccc(C(F)(F)F)c1)N1c2ccccc2-n2cccc2C1c1cccnc1 (centres undefined) | 18µM* | x | u
43 | CC(C)Cc1ccc(C(C)C(=O)Nc2cccnc2)cc1 (centres undefined) | 3.7µM* | x | 2.3µM*
44 | O=C(CSc1nnnn1-c1cccc2c1CCCC2)N1CCCC1 | 23µM* | 1%[56.1 µM] | 16µM*
45 | COc1ccc(C(=N/O)/C(=N/O)c2ccc(OC)cc2)cc1 | -1% | -5% | -16%
46 | CC1=CC=CN2C1=NC(=O)CC2(C)C(=O)N(CC(=O)NC1CCCC1)Cc1ccccc1 (centres undefined) | -1% | 4% | 10%
47 | CC1CN(S(=O)(=O)c2cccc(C(=O)Nc3ccc(S(=O)(=O)Nc4ncccn4)cc3)c2)CC(C)O1 (centres undefined) | -8% | 5% | -6%
48 | COc1ccc(NC2=NCC(=O)N2c2ccccc2F)cc1 | -4% | 5% | 6%
49 | CCCC(c1nnnn1C1CCCCC1)N1CCN(C(=O)c2ccco2)CC1 (centres undefined) | 2% | 4% | 0%
50 | CC(=O)N(C(C)=O)c1ccc2nc(C)[nH]c(=O)c2c1 | -18% | 2% | -8%
51 | COc1ccc2[nH]c3c(c2c1)CCN1C(=O)N([C@@H](C)C(=O)NCc2ccccc2)C(=O)[C@]31C | u | x | u
52 | CC(C)(C)NC(=O)N1CCN(c2nc3ccc(Cl)cc3s2)CC1 | 18µM* | x | 23µM*
53 | CCn1c2ccccc2c2nnc(SCc3ccc(C(=O)OC)o3)nc21 | 23µM* | -2% | 18µM*
54 | COc1ccc(OCC(=O)Nn2c(-c3ccc(C)cc3)nc3ccccc3c2=O)cc1 | u | 3% | u
55 | COc1ccc(N2CCN(c3cc(C)nc4nncn34)CC2)cc1 | 16µM* | 0% | 13µM*
56 | Cn1c(NC(=O)c2cccs2)cc(=O)n(C)c1=O | -5% | 0% | -2%
57 | COc1ccc(NC(=O)CSc2nnc(C3CCCCC3)n2N)cc1OC | -9% | 2% | -4%
58 | Cc1ccc(C2NC(=O)c3c(sc(C)c3C)N2)c(O)c1 (centres undefined) | -7% | 6% | -1%
59 | COc1ccc(C(=O)Cn2c(Br)nc3c2c(=O)n(C)c(=O)n3C)cc1 | 23µM* | 4% | 13µM*
60 | Cc1cccn2c(=O)c(/C=C(\C#N)C(=O)NC3CCS(=O)(=O)C3)c(N3CCC(C)CC3)nc12 (centres undefined) | u | 7% | u

The last three compounds of the section above are carried over, then new ones follow:
item | structure | DT40 TDP1 no CPT | TDP1 inh | TDP1 cell CPT
58 | Cc1ccc(C2NC(=O)c3c(sc(C)c3C)N2)c(O)c1 (centres undefined) | -7% | 6% | -1%
59 | COc1ccc(C(=O)Cn2c(Br)nc3c2c(=O)n(C)c(=O)n3C)cc1 | 23µM* | 4% | 13µM*
60 | Cc1cccn2c(=O)c(/C=C(\C#N)C(=O)NC3CCS(=O)(=O)C3)c(N3CCC(C)CC3)nc12 (centres undefined) | u | 7% | u
61 | Cc1ccc(N2CCN(S(=O)(=O)c3ccc(F)c(C)c3)CC2)c(C)c1 | u | -5% | u
62 | CS(=O)(=O)N1CCCC(C(=O)Nc2ccc(F)c(F)c2)C1 (centres undefined) | u | 1%[56.1 µM] | -2%
63 | Nc1nonc1-n1nnc(C(=O)N/N=C/c2ccccc2Cl)c1-c1ccccc1 | -11% | x | -1%
64 | O=C(C[n+]1ccccc1Br)c1ccc(O)c(O)c1 | -6% | x | 12%
65 | Cc1cc(C)n2nc(CNS(=O)(=O)c3ccc(F)cc3)nc2n1 | u | 3% | -2%&-4%
66 | O=C(Cn1cc(S(=O)(=O)Cc2ccccc2Cl)c2ccccc21)NCCc1ccccc1 | u | 6% | u
67 | Cc1cccc2cc(CN(C(=O)c3cnccn3)C3CCCCC3)c(Cl)nc12 | -30% | -3% | u
68 | O=C1CCCN1CC(O)CS(=O)(=O)Cc1ccccc1Cl (centres undefined) | 3% | x | 25%
69 | CN(C(=O)c1ccco1)c1nc(-c2ccc(F)cc2)cs1 | -15% | x | 9%
70 | Cc1ccc(S(=O)(=O)N2CCOCC2)cc1NC(=O)COC(=O)COc1ccc(C#N)cc1 | u | x | -20%
71 | CO/N=C/c1ccc(Sc2ccccc2)c([N+](=O)[O-])c1 | u | 10% | 5%
72 | Nc1cccc(CN2CCCC2)c1 | -3% | -8% | -3%
73 | Cc1cccc(OCC(=O)NNS(=O)(=O)c2ccccc2F)c1 | 0% | -20% | 10%
74 | CCOC(=O)c1cc(S(=O)(=O)N2CCN(c3ccccc3OC)CC2)cn1C | u | 2% | -10%
75 | Nc1nonc1-c1nc2ccccc2n1Cc1cccc(Cl)c1 | 10% | 3%[12.3 µM] | -6%
76 | COC(=O)[C@@]12CCCN1[C@H](c1ccc(-c3ccc(OC)cc3)c(OC)c1)[C@H]1C(=O)N(C)C(=O)[C@H]12 | u | 4% | u
77 | Cc1oc(-c2ccc(Cl)cc2)nc1CN1CCC(C(=O)N2CCN(Cc3ccccc3)CC2)CC1 | u | 1% | u
78 | COc1cccc(-c2c(NC(=O)c3ccco3)oc3ccc(Cl)cc3c2=O)c1 | u | 4% | -1%
79 | Cc1ccc(OCC(=O)Nc2ccc3c(c2)C(=O)NC3=O)cc1 | -3% | u | 0%
80 | O=C(Nc1ccc(F)cc1)C1CCC(CNc2c(N3CCCCC3)c(=O)c2=O)CC1 (centres undefined) | -9% | 1% | -20%
81 | CCOc1ccc(S(=O)(=O)N2CCN(CCNS(=O)(=O)c3ccc(C)cc3)CC2)cc1 | u | -8% | -7%
82 | CCCCOC(=O)Nc1ccc(C(N)=O)cc1 | -11% | 1% | -20%
83 | Cc1cc(C)cc(N(C(=O)c2ccccn2)C(C(=O)NC2CCCCC2)c2ccncc2)c1 (centres undefined) | -8% | 3% | 15%
84 | CCOCCCNCC(=O)NCC1CCCCC1 | -13% | 0% | 1%
85 | CC(=O)O[C@]1(C(C)=O)CCC2C3CCC4=C/C(=N/OCC(=O)O)CC[C@]4(C)C3CC[C@@]21C (some centres undefined) | -2% | x | -11%
86 | COc1ccc(NS(=O)(=O)c2ccc3c(c2)N(C(C)=O)CCS3)cc1 | u | 2% | u
87 | Cc1ccc(Nc2nc(N)nc(N)c2N=O)cc1Cl | 13µM* | x | 10µM*

Compound activity deposited in PubChem BioAssay by National Center for Advancing Translational Sciences (NCATS).
